FLuc stim CS – FLuc activators, initial screening, artefact control for FLuc-dependent activation tests, biochemical, ATPlite luminescence. ATPlite luciferase biochemical, 10 min; 0 = ATP-free wells, 1 = DMSO control. activation factor at 10 µM. 200,000 tested, under 10 active;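 active means luciferase activation factor, scaled between plate controls, of at least 2 with compound at 10 µM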
Target sequence (P08659 whole entry, looked up): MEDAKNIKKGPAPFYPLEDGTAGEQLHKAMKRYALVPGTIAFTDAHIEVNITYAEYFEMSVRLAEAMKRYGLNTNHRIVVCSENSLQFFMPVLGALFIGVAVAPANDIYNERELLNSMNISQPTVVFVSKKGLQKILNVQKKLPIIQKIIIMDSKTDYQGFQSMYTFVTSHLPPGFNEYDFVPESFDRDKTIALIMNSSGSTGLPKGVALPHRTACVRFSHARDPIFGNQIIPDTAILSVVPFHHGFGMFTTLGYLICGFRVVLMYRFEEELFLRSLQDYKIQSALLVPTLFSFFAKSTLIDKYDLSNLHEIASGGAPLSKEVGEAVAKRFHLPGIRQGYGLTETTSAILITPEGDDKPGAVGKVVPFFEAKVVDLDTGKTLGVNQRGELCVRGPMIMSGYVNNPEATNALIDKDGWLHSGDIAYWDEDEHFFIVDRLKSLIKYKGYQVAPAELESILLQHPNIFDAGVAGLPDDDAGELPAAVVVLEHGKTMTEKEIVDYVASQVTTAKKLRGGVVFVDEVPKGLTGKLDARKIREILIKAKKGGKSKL
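test system = cell-free luciferase reagent | medium = PBS as buffer for the ATP substrate | dosing = test compounds dosed from 2 mM stocks in 100% DMSO | incubation = 10 min at ambient temperature | detection = luminescence measurement of luciferase light output | benchmarks = low control with PBS replacing ATP, high control enzyme plus ATP without compound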
APP transl inh – inhibitors of APP translation via 5'UTR reporter, primary screen, APP 5'UTR luciferase, SH-SY5Y cells; inhibition, % at 2 µM; 190,000 tested, 0.82% active; SH-SY5Y APP 5'UTR-luciferase reporter, luminescence;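 active means inhibition above a set limit, derived from the sample mean plus 3 SD, cut at about 45% in these data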; further: values of inactives mirror those of a sister screen read the other way
Diaph act CS – compounds boosting diaphorase resazurin reduction – biochemical, uHTS, resorufin fluorescence, counter-screen for diaphorase-coupled primary assays, primary screen; Diaphorase/resazurin coupled assay, 16 min; active compounds read high; 1 = vehicle wells, 0 = NADH-free wells; activation factor at 20 µM; 190,000 tested, 0.005% active; AID 1229, 2008;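 active means diaphorase activity raised at least twofold by the compound at 20 µM; inactive means activation factor below 2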
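Assay system: bacterial diaphorase enzyme (C. kluyveri) / Input: enzyme 0.07 U/mL final / Medium: 50 mM HEPES pH 7.4 with 4.542 mM MgCl2, 0.005% Tween 20 / Doses: single compound dose of 20 µM, 1% DMSO final / Incubation: 16 min enzyme reaction, ambient temperature / Signal: fluorescence, excitation 544 nm and emission 590 nm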
Diaphorase inh – diaphorase inhibitors and chemical oxidizers, primary screen, counter-screen for diaphorase-coupled primary assays, biochemical, uHTS, resorufin fluorescence. inhibition, % at 20 µM. diaphorase resazurin-to-resorufin fluorescence, NADH, 16 min; bacterial (C. kluyveri) enzyme, not human. 190,000 tested, 0.69% active. AID 1217, 2008;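 active means primary screen inhibition at 20 µM above a set limit, cut at about 50% in these data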;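 further: plate controls were DMSO with full reaction for no effect and wells lacking NADH for full effect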
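Test system: bacterial diaphorase enzyme (C. kluyveri); Quantity: 0.14 U/mL diaphorase, enzyme working solution; Times: reaction incubation of 16 min at room temperature; Measured by: fluorescence of resorufin formed from resazurin, Ex 544/Em 590 nm; Benchmarks: positive control minus NADH, DMSO neutral control.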
NF-kB neuron act – activators of NF-kB expression in neurons, primary screen, cell-based, HTS; 190,000 tested, 1.6% active; fold change at 12.5 µM; human neuronal cells, NF-kB reporter expression; active compounds read high; AID 1239, 2008; in the data active means fold change above about 3.3
G6PDH counter – L. mesenteroides G6PDH inhibitors, counter-screen for G6PDH-coupled screening assays, biochemical, Leuconostoc mesenteroides enzyme. glucose-6-phosphate dehydrogenase [Leuconostoc mesenteroides]. Purified L. mesenteroides G6PDH, diaphorase/resazurin coupled fluorescence, 45 min. inhibition, % at 5 µM. 200,000 tested, 0.12% active; in the data active means inhibition above about 50%
APP 5'UTR act – activators of APP 5'UTR luciferase reporter, primary screen, SH-SY5Y cells; activation, % at 2 µM; 190,000 tested, 1% active; SH-SY5Y APP 5'UTR luciferase reporter, luminescence; zero percent = DMSO vehicle wells; AID 1276, 2008;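 active means activation above a set limit, based on mean plus 3 SD of controls, cut at about 140% in these data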; further: values of inactives mirror those of a sister screen read the other way
FLuc inh counter – firefly luciferase enzyme inhibitors, primary screen, artefact control for luciferase-based inhibitor screens, biochemical, luminescence, ATPLite; Luciferin 4-monooxygenase (Photinus pyralis), P08659; 10 min; inhibition, % at 10 µM; 200,000 tested, 1.5% active;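 active means inhibition above about 50% when tested at 10 µM, limit read from the data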
STAT1 act – STAT1 signaling activators, primary screen, cell-based, HTS, luciferase reporter; NIH 3T3 STAT1-luciferase reporter, IFN-gamma, luminescence; 100% = IFN-gamma alone, no compound; activation (% of control), % at 5.5 µM; 200,000 tested, 2.6% active;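 active means activation above the screen-wide mean activation plus 3 SD, cut at about 130% in these data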;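 further: raw ratio to IFN-gamma control signal so 100% means no change and 0% no light; values of inactives mirror those of a sister screen read the other way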
TLR4 MyD88 comp – inhibitors of TLR4-MyD88 association in cells, primary screen, cell-based, HeLa CL3-4, BLA complementation, FRET ratio. 200,000 tested, 0.18% active. Toll-like receptor 4 (Homo sapiens) + Myeloid differentiation primary response protein …. inhibition, % at 8.4 µM. HeLa CL3-4 TLR4/MyD88 BLA complementation; in the data active means inhibition above about 25%;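 further: 0% = vehicle and 100% = reference inhibitor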
* marks the source's active call; other numbers are inactive results; x = not tested or not shown.

SMILES	FLuc stim CS	APP transl inh	Diaph act CS	Diaphorase inh	NF-kB neuron act	G6PDH counter	APP 5'UTR act	FLuc inh counter	STAT1 act	TLR4 MyD88 comp
Cc1cc(C)nc(N(C#N)CN2C(=O)c3ccccc3S2(=O)=O)n1	1	-24	0.9	15	0.98	4	24	-3	81	6
COc1ccc(C(CC(=O)NCC(OC)OC)NS(=O)(=O)c2ccc(Cl)cc2)cc1 (stereo not drawn)	1.1	-7	1	3	1.4	6	7	-11	93	-4
CS(=O)(=O)N1CCN(c2ccc(NC(=O)c3cccnc3Cl)cc2)CC1	1	6	1.1	-6	0.74	-1	-6	1	102	-2
CC1(C)CC(=O)C2=C(C1)C(c1cn(-c3ccccc3)nc1-c1ccccc1)C(C#N)=C(N)O2 (stereo not drawn)	1	-32	0.7	30	1.1	-5	32	-4	100	-2
CCc1nc(N2CCN(S(=O)(=O)c3ccc(Br)cc3)CC2)c2c(C)c(C)sc2n1	x	-1	x	x	x	x	1	x	100	-8
CCNC(=S)Nc1ccc(OC(F)(F)F)cc1	1.1	-4	0.9	8	1.1	10	4	-8	89	3
Cn1c(CN2CCCCC2)nc2cc([N+](=O)[O-])ccc21	1	6	0.9	6	1.7	8	-6	-2	99	5
COc1cc(NC(=O)c2ccco2)c(OC)cc1NC(=O)CSc1ncc(-c2ccc(F)cc2)[nH]1	1.1	-13	0.8	23	0.47	3	13	-6	96	-4
OC(COCCOc1ccc(Br)cc1)CN1CCCCC1 (stereo not drawn)	0.9	1	1.1	-6	1.3	3	-1	8	98	-11
CCOC(=O)CCSc1nc(-c2ccccc2)cc(C(F)(F)F)n1	1.1	-9	0.8	16	1.1	3	9	-9	99	-7
CCOc1ccccc1C(=O)Nc1nnc(SCC(=O)N2CCOCC2)s1	0.9	-4	0.9	12	0.82	8	4	5	99	7
O=C(/C=C\c1ccc(-c2cccc([N+](=O)[O-])c2)o1)N1CCOCC1	1	-18	0.9	12	1	15	18	4	129*	3
Cc1ccc(C)n1-n1cnc2sc(-c3ccccc3)cc2c1=O	0.9	-6	0.7	26	0.95	-7	6	6	108	-10
Cc1cc(C)nc(/N=C2\NC(=O)CC(C(=O)O)N2c2ccc(C)c(C)c2)n1 (stereo not drawn)	1.1	-3	0.9	14	1.3	6	3	-7	100	-2
CC(C)Cc1ccc(C(C)C(=O)N2CCOCC2)cc1 (stereo not drawn)	1.1	0	0.9	7	1	-10	0	-6	101	1
COc1ccc(C(=O)c2c(C(F)(F)F)oc3c2C(=O)c2ccccc2C3=O)cc1OC	1	19	0.8	18	0.26	59*	-19	4	105	-5
O=C(Nc1cccc(F)c1)C1CC(=O)N(c2ccc(Cl)cc2)C1 (stereo not drawn)	1	-6	0.9	11	0.97	-6	6	-1	94	-1
CSCCC(NC(=O)OC(C)(C)C)C(=O)Oc1ccc2c(=O)c(-c3ccc4c(c3)OCCO4)coc2c1 (stereo not drawn)	0.7	-173	0.8	15	3.2	6	173*	26	129*	-20
CNC(=O)c1ccccc1Sc1ccccc1C#N	1	-2	1	-3	1	8	3	0	97	-13
NNc1nc2ccc(F)cc2s1	1	-104	0.9	11	2.1	12	104	-4	150*	-7
O=C(COc1ccccc1)Nc1ccc(NC(=O)c2ccco2)cc1	1	-18	1	5	1.3	0	18	0	107	8
COc1ccc(C(c2nnnn2C2CCCC2)N2CCC(C(N)=O)CC2)c(OC)c1 (stereo not drawn)	1.1	4	0.9	11	1.1	-2	-4	-6	97	4
O=c1c2ccccc2c(C=NCCO)c(O)n1-c1ccccc1	1.1	20	0.9	6	1.1	0	-20	-6	101	8
COC(=O)c1sc(-c2ccccc2)cc1NC(=O)c1cc(OC)cc(OC)c1	1	-6	0.7	26	1.1	-10	6	-5	101	-5
Cc1ccc(CSCCNC(=O)c2ccc(C)cc2)cc1	1	-10	0.9	6	1.2	12	10	-3	98	7
O=C(/C(=C/O)N=Nc1ccccc1)c1ccncc1	1.1	14	0.9	13	0.99	5	-14	-6	99	-14
CC(C)(C)NC(=O)COC(=O)c1ccccc1Nc1ccc(SC(F)F)cc1	1	-4	0.8	19	1.7	10	4	0	121	-10
CNC(=O)c1csc(-c2ccc(C)cc2)n1	0.9	-36	0.9	14	2.3	4	36	12	114	6
CN1CC=C2C(C#N)=C(N)C(C#N)(C#N)C(c3cccc(Cl)c3Cl)C2C1 (stereo not drawn)	1.1	8	0.8	17	1	12	-8	-12	91	9
Cc1ccc(C(c2nnnn2C2CCCC2)N2CCN(c3nc4ccccc4s3)CC2)cc1 (stereo not drawn)	x	7	x	x	x	x	-7	x	101	-8
Cc1ccc(OCC(=O)NNC(=O)Cn2nnc(-c3ccccc3)n2)cc1	1.1	-9	1	1	1.1	-2	9	-6	92	11
O=C(Nc1nnc(SCc2ccccc2)s1)c1cccs1	0.9	-15	0.9	8	2.1	-24	15	7	108	-6
COC(=O)CSC1=C(C#N)C(c2ccccc2OC)C(C(=O)OC)C(=O)N1 (stereo not drawn)	1.1	-20	0.8	17	1	9	20	-9	94	-4
Cc1cc(NC(=O)c2ccco2)ncc1NC(=O)CCc1ccccc1	1	-4	0.7	28	1.2	16	4	2	104	-3
COC(=O)c1cccc(NC(=O)CSc2nc(=O)cc(N)n2-c2ccccc2)c1	1	-4	0.9	14	1.1	1	4	-3	98	5
O=C(CSc1nc2cc(Cl)ccc2s1)N1CCN(C(=O)c2ccco2)CC1	1	2	0.9	10	1.1	-37	-2	-3	99	10
CC(C)c1ccccc1OCCNC(=S)NC(=O)c1cccnc1	1	-1	0.8	20	1.4	-1	1	-4	95	14
Cc1ccc(C(=O)N2CCc3ccccc32)cc1NC(=O)c1ccco1	1	-21	1	2	1	4	21	-4	101	-14
COc1ccc(CC2(CO)CCN(Cc3ccc4nsnc4c3)CC2)cc1	1	2	0.8	18	1.1	10	-2	-3	91	1
O=C(NCC1CCCO1)c1c(O)c2c([nH]c1=O)CCCC2 (stereo not drawn)	0.9	1	0.9	5	1.8	10	-1	6	111	3
COc1cccc(-c2cc(C(=O)Nc3ccccc3SC)no2)c1	0.9	-50	0.8	24	1.3	4	50	9	129*	-19
COc1cc2c(OC(C)=O)c3c(c(-c4ccc5c(c4)OCO5)c2cc1OC)C(=O)OC3	1.1	18	0.6	37	0.89	9	-18	-12	80	-6
CO/N=C(\CS(=O)(=O)Cc1ccc(OC)cc1)c1ccc(Cl)cc1	1.1	11	0.9	8	0.99	-1	-11	-6	106	-10
CN1CCN(NC(=O)CSc2ccc(Cl)cc2Cl)CC1	1	11	0.9	8	1.1	1	-11	-5	107	2
CC(C)CNC(=S)NNC(=O)c1nn(C)cc1Cl	1.1	-10	0.9	9	1.5	4	10	-8	100	0

Four entries already listed, sorted by molar mass, largest number first:
SMILES	FLuc stim CS	APP transl inh	Diaph act CS	Diaphorase inh	NF-kB neuron act	G6PDH counter	APP 5'UTR act	FLuc inh counter	STAT1 act	TLR4 MyD88 comp
O=C(CSc1nc2cc(Cl)ccc2s1)N1CCN(C(=O)c2ccco2)CC1	1	2	0.9	10	1.1	-37	-2	-3	99	10
COC(=O)CSC1=C(C#N)C(c2ccccc2OC)C(C(=O)OC)C(=O)N1 (stereo not drawn)	1.1	-20	0.8	17	1	9	20	-9	94	-4
COc1ccc(CC2(CO)CCN(Cc3ccc4nsnc4c3)CC2)cc1	1	2	0.8	18	1.1	10	-2	-3	91	1
O=C(Nc1nnc(SCc2ccccc2)s1)c1cccs1	0.9	-15	0.9	8	2.1	-24	15	7	108	-6

Additional entries
SMILES	FLuc stim CS	APP transl inh	Diaph act CS	Diaphorase inh	NF-kB neuron act	G6PDH counter	APP 5'UTR act	FLuc inh counter	STAT1 act	TLR4 MyD88 comp
COc1ccccc1N1CCN(C(=O)c2cc(C3CC3)on2)CC1	1	0	0.9	8	0.87	-6	0	-2	104	-8
CSc1ccccc1C(=O)Nc1ccccc1C(=O)N1CCCC1	1	-4	0.9	8	x	7	4	-2	97	-5
Cc1ccc(S(=O)(=O)N2CC=C(C(=O)NCc3ccccc3)CC2)cc1	1.1	9	0.9	9	0.87	13	-9	-11	91	3
O=C(O)c1ccc(S(=O)(=O)c2ccc3c(c2)C(=O)N(Cc2ccco2)C3=O)cc1	1.1	3	1.2	-16	1	11	-3	-14	100	7
CCN1CN(Cc2ccco2)CNC1=S	1	-8	1	0	1.1	2	8	-3	100	-9
Cc1cccc(Oc2ccccc2NC(=O)c2cnccn2)c1	1	6	1	0	1	-1	-7	-1	108	1
CCOC(=O)N1CCC(NC(=O)c2cc(S(=O)(=O)N3CCC4(CC3)OCCO4)ccc2F)CC1	1	-11	1	4	0.86	-5	11	-1	89	-2
Cc1ccc(NC(=O)c2cc(C)nn2-c2ccccc2)cc1	1	5	0.9	8	1	4	-5	0	106	0
Cc1ccc2cc3c(N)c(C(=O)N4CC(=O)Nc5ccccc54)sc3nc2c1	1	10	0.9	12	0.84	2	-10	-2	100	9
Cc1oc(-c2cc(F)cc(F)c2)nc1CN1CCSCC1	1	-7	0.8	24	1.2	19	7	-3	104	-7
O=C(CSC1CCCCC1)Nc1ccccc1Br	1.1	-1	0.9	10	1.2	-2	1	-6	97	1
Cc1ccc(C2CC(=O)C(C=NCCN3CCN(C(=S)Nc4ccc(F)cc4)CC3)=C(O)C2)cc1 (stereo not drawn)	1	2	0.9	14	1.1	6	-2	0	94	-17
O=C1CNC(=O)/C1=C/c1ccc(O)cc1	1	5	1	4	0.96	12	-5	-1	98	12
O=C1OC2CC3CC1CC(O)(C3)C2 (stereo not drawn)	1.1	-9	1	-1	1.5	4	9	-10	104	2
CCc1c(C)c(C#N)c2nc3ccccc3n2c1N(C)C	1	-6	0.9	5	1.2	9	6	1	99	8
CC(C)NC(=O)CSc1nnc(-c2ccncc2)n1-c1ccccc1	1.1	-14	0.9	12	1.4	-4	14	-7	103	15
Cc1ccc(C(=O)NCCN2C3=NC[C@H](C(C)C)N3C[C@H]2Cc2ccc(O)cc2)cc1Br	1.1	-12	0.9	10	0.75	6	12	-10	105	-1
COc1ccc(NC(=O)c2ccc(COc3ccccc3Br)o2)cc1OC	1.1	13	0.8	22	0.39	-2	-13	-6	93	2
Cc1cccc(NC(=O)c2c(O)c3cccc4c3n(c2=O)CC4)c1	x	0	x	x	x	x	0	x	101	-6
O=C(N/N=C/c1ccccc1C(=O)O)c1ccc(COc2cccc3cccnc23)cc1	1	-15	1	1	1	11	15	1	112	-6

Screens (PubChem)
